EBV gp42 inh: EBV gp42 inhibition; Fluorescence polarization binding assay, mP read-out; inhibition, % (tested at 21.74 µM); hit rate 0.42% among 220,000; AID 1085; in the data active = inhibition above about 50%
Target sequence (Q1HVG2 whole entry, looked up): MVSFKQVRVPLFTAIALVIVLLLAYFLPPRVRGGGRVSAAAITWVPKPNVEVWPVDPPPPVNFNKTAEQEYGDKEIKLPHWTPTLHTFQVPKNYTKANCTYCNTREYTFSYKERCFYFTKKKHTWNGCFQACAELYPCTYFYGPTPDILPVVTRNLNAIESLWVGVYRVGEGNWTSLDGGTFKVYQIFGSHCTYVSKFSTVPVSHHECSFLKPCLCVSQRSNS
KCC2 mod: modulators of human KCC2 chloride dependent transport; Q9H2X9; AID 1456; hit rate 2.2% among 190,000; B-score of Tl+ flux slope (higher = more flux/activation; lower = inhibition) at 10 µM; KCC2 cells, thallium flux FluoZin-2 fluorescence;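 active = thallium flux slope and its plate-corrected score both differing from the plate sample mean at a set confidence after two filtering rounds, in either direction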;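 also: slope of fluorescence scaled to starting intensity during 10 to 20 s after thallium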
Thrombin inh: inhibitors of human thrombin. alpha-thrombin, Boc-VPR-AMC fluorogenic substrate cleavage. inhibition, % at 5 µM. hit rate 0.26% among 220,000;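 active = inhibition at or above 40%; inactive = inhibition below 40%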;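 also: 0% = enzyme with no compound and 100% = wells without enzyme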
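Test system: human alpha-thrombin protein / Dosing: one concentration per compound, 5 µM, with 0.2% DMSO / Medium: pH 7.5 Tris-saline with Tween 20 / Benchmarks: no-compound enzyme wells and no-enzyme blanks / Read-out basis: percent inhibition of thrombin substrate cleavage / Timing: reaction at room temperature / Measured by: fluorescence, ex 355 nm, em 460 nm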
TRPML3 ag: agonists of human TRPML3 channel; HEK293 TRPML3-YFP, Fluo-8 calcium fluorescence; 100% = the carbachol control signal; activation, % at 3 µM; hit rate 0.29% among 220,000;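 active = activation above its plate's cutoff, the mean activation of the plate's test wells plus 3 SD, cut at about 12% in these data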;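 also: 0% = DMSO only wells and 100% = carbachol wells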
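Material: HEK293 cells stably carrying human TRPML3-YFP; compound dosing: single dose, 3 µM final nominal compound, 0.3% DMSO final; incubation: 1-h 37 °C dye load, 5-s basal, 120-s post-compound reads; technique: Fluo-8 intracellular calcium fluorescence, excitation 470-495 nm, emission 515-575 nm; read-out basis: percent activation from peak-to-basal fluorescence ratio, scaled between DMSO and carbachol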
PPC-1+TRAIL kill: compounds killing PPC-1 cancer cells with TRAIL present (potentiator screen, no TRAIL-free arm); PPC-1 cells + TRAIL, ATPLite viability luminescence; cell killing (% activity), % at 4 µM; hit rate 0.41% among 220,000;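 active = cell killing above 50% in the first pass at 4 µM, then a duplicate retest at 5 µM averaging 50% or more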;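 also: plate controls were cells with TRAIL plus DMSO for no effect and medium-only wells lacking cells for full effect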
TbHK1 inh: T. brucei hexokinase 1 inhibition; recombinant TbHK1, G6PDH-coupled NADH A340; inhibition, % at 10 µM; hit rate 0.11% among 220,000;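 active = inhibition of 50% or more in the single-dose primary screen; inactive = inhibition below 50%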
zfTRPN1 agonist: zebrafish TRPN1 (NompC) channel agonism | AID 1424 | activation, % at 3 µM | hit rate 0.18% among 220,000 | HEK293 zebrafish TRPN1-YFP, Fluo-8 calcium fluorescence; 100% = response to 87 µM carbachol;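 active = activation above its plate's cutoff, the mean activation of test wells on that plate plus 3 SD, cut at about 19% in these data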;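 also: 0% = DMSO alone and 100% = 87 µM carbachol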
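Material: zebrafish TRPN1-YFP in HEK293 cells; Doses: single test compound dose, 3 µM nominal, 0.3% DMSO; Timing: dye loading 1 h at 37 °C, then 30 min room temperature; Technique: intracellular calcium fluorescence with Fluo-8; Benchmarks: high carbachol 87 µM, low DMSO alone.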
Calpain2 inh: calpain II (pig) inhibition | purified calpain II, fluorogenic peptide substrate, 30 min | inhibition, % at 16 µM | hit rate 0.37% among 220,000 | AID 1236;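 active = inhibition above about 50%, limit read from the data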
Furin inhibitor: inhibitors of human furin. hit rate 0.061% among 220,000. inhibition, % at 30 µM. purified furin, fluorogenic substrate cleavage. AID 463115. P09958; in the data active = inhibition above about 25%; also: inactives centre near -15
Target sequence (P09958 108-714 limits assumed): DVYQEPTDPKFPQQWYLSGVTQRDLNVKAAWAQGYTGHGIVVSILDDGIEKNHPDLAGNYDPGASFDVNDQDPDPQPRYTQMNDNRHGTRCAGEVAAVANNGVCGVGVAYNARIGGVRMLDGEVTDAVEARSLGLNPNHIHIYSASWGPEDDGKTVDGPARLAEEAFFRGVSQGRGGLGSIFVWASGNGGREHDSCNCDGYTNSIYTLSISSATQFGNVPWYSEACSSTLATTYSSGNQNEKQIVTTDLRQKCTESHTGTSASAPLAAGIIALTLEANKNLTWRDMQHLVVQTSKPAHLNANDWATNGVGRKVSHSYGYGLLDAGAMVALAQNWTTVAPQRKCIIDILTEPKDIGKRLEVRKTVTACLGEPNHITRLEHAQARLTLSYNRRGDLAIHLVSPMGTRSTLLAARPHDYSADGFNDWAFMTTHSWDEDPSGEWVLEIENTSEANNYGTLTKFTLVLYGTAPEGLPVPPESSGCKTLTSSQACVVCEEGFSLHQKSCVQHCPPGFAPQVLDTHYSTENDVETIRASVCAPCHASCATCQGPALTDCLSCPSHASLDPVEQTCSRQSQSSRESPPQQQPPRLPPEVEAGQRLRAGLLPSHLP
An asterisk follows results filed as active; . = not tested or not shown; [ ] = dose if it differs, or a comment.

item	molecule	PPC-1+TRAIL kill	TbHK1 inh	Calpain2 inh	EBV gp42 inh	KCC2 mod	zfTRPN1 agonist	Thrombin inh	Furin inhibitor	TRPML3 ag
1	COc1ccc(C(=O)Nc2ccc3[nH]c(-c4cccc(OC)c4)cc(=O)c3c2)cc1	13.2	-27.4	-39.8	-4.4	-0.281	0.8	0.5	-15.1	1.2
2	O=C(O)CN1C(=O)Nc2ccc(Br)cc2C1c1ccccc1 (centres undefined)	-17.0	-1.6	-19.3	-22.6	-0.248	0.8	0.1	-16.8	1.1
3	COc1ccc(Nc2c(C)cccc2C)cc1	16.6	-2.0	1.4	-12.4	0.689	-1.4	1.7	-22.6[20 µM]	-1.3
4	CC(/C=C/c1ccccc1)=N\NC(N)=S	0.1	-59.3	21.5	-1.4	1.88	0.1	-0.6	1.0[20 µM]	0.4
5	COC(=O)COC(=O)c1ccc(O)cc1	-7.8	3.1	-0.7	-12.0	.	1.1	-6.5	-22.7	-0.7
6	CC(=O)c1ccc(OCC(C)C)c(Cc2c(O)nc(N)[nH]c2=O)c1	-1.1	41.6	2.6	-13.5	0.0147	-1.2	1.8	-15.1	0.7
7	CCOC(=O)c1cnc2sccn2c1=O	23.1	-38.4	-58.4	-4.7	0.277	0.6	0.8	-23.6[20 µM]	1.1
8	COc1ccc(-c2nnc(NC(=O)c3ccc(S(=O)(=O)N4CCc5ccccc5C4)cc3)o2)cc1	-12.5	-28.4	-127.7	2.3	.	0.4	-7.0	8.8	0.0
9	CCOC(=O)C1CCCN(C(=O)Nc2cccc(Cl)c2)C1 (centres undefined)	13.4	1.0	1.5	-13.3	-0.363	0.4	-4.2	-21.4[20 µM]	0.3
10	NNC(=S)Nc1c(F)cc(F)cc1Br	5.0	28.8	5.2	-11.1	0.67	2.0	3.1	-24.0	0.7
11	N#Cc1ncc(-c2ccc3c(c2)OCCOCCOCCOCCO3)nc1C#N	15.4	-21.9	17.9	-6.4	-0.582	-1.0	-5.3	2.0	-0.7
12	CCC(C)[C@H]1CNC(=O)C(=O)N1CCCc1cc(OC)c(OC)c(OC)c1 (some centres undefined)	1.0	-7.4	-20.0	-12.4	-0.185	.	-0.1	-29.1	.

More compounds.
item	molecule	PPC-1+TRAIL kill	TbHK1 inh	Calpain2 inh	EBV gp42 inh	KCC2 mod	zfTRPN1 agonist	Thrombin inh	Furin inhibitor	TRPML3 ag
13	Cc1cc(S(=O)(=O)NCCCN2CCOCC2)ccc1F	-3.1	4.9	12.4	-11.2	.	0.4	-8.3	-23.0	0.1
14	CN(Cc1ccccc1)C(=O)Nc1ccccc1	12.8	6.0	11.6	-23.2	.	0.8	9.8	-12.5[20 µM]	0.1
15	CC(C)Oc1ccc(C(=O)NC2CCCCC2)cc1	13.8	-9.6	-6.9	-14.7	-0.923	0.7	5.3	-18.5[20 µM]	-0.5
16	Cc1cc(C)cc(NC(=S)N2CCN(CCO)CC2)c1	14.9	-5.7	2.0	-0.7	0.92	-0.4	-9.9	-4.7	0.8
17	Cc1ccc(NC(=S)N(CCCN2CCOCC2)Cc2ccco2)cc1Cl	16.3	-5.3	22.9	6.1	1.27	-0.5	-8.3	-11.4	0.1
18	O=C1CC(C2CCCO2)C(=O)N1c1ccccc1 (centres undefined)	18.3	0.3	-8.6	-12.8	-0.38	2.1	0.5	-26.8[20 µM]	0.6
19	CCC(=O)NNc1ncnc2ccccc12	5.5	-18.1	14.2	-6.5	0.0107	-0.9	7.4	-12.2	0.1
20	CC1CCCN(c2nc3c(c(=O)[nH]c(=O)n3C)n2CCSc2ncccn2)C1 (centres undefined)	5.2	-5.1	0.1	-8.1	-0.293	1.1	-2.1	-36.1	0.9
21	COc1ccc(C2C(C#N)=C(N)OC3=C2C(=O)CC(C)(C)C3)cc1Cn1nc(C)c([N+](=O)[O-])c1C (centres undefined)	12.9	-1.4	-8.9	0.5	-0.0436	-2.4	-4.1	-10.9	-1.0
22	CN(C)c1ccc(NC(=O)CN2C(=O)CC(c3ccccc3)=Nc3ccccc32)cc1	23.7	1.2	2.1	-9.6	-0.0562	1.5	-3.1	-26.0	0.7
23	Cc1ccc(C(=O)NCCNc2ccc(Cl)cc2[N+](=O)[O-])o1	-18.1	2.2	27.0	-10.9	-0.378	-1.6	-1.8	-13.5[20 µM]	-1.1
24	COC(=O)c1ccc(C(=O)OC)c(NC(=S)N2CCC(N3CCCCC3)CC2)c1	2.7	2.6	-26.1	-0.7	0.000227	0.4	-3.4	-25.5	0.7

More compounds
item	molecule	PPC-1+TRAIL kill	TbHK1 inh	Calpain2 inh	EBV gp42 inh	KCC2 mod	zfTRPN1 agonist	Thrombin inh	Furin inhibitor	TRPML3 ag
25	CSC(=Nc1ccccc1)C1=C(O)COC1=O	-18.0	0.9	7.8	1.1	0.326	1.7	-2.4	-12.2[20 µM]	0.1
26	COc1ccc(C)cc1NC(=O)CN(c1ccc(F)cc1)S(C)(=O)=O	13.9	18.1	11.7	-6.4	-0.0378	-1.9	21.1	-13.1	-0.6
27	COC(=O)c1ccc(C2CC(=O)Nc3cc(OC)c(OC)cc32)cc1 (centres undefined)	-6.1	8.0	-2.2	0.8	-0.716	-1.1	-3.6	-31.3[20 µM]	0.6
28	CCOC(=O)c1c(C)c(C(=O)NCc2cccnc2)c(C)n1C	6.9	62.8*	7.9	-3.0	-0.196	0.2	7.6	-2.1	-0.4
29	c1cncc(-c2nc(NCc3ccc4c(c3)OCO4)c3ccccc3n2)c1	-3.4	-12.3	26.9	-10.2	-0.374	-2.4	-8.3	7.5	0.0
30	CC(=O)N1CCC(=NNS(=O)(=O)c2cccc([N+](=O)[O-])c2)CC1	23.6	-10.3	-28.4	-19.4	0.777	-0.1	-3.2	9.0[20 µM]	0.4
31	O=C(Nc1ccc(Cl)cc1)N1N=CCC1c1ccccc1 (centres undefined)	1.9	8.8	-8.2	-11.8	-1.31	2.2	-1.6	-12.6	1.3
32	Cc1ccc(C(C(=O)NC2CCCCC2)N(CC2CCCO2)C(=O)CNC(=O)c2cccs2)cc1 (centres undefined)	24.9	2.8	1.9	-5.2	-0.0106	-0.7	-2.6	-12.4[20 µM]	-0.9
33	CCOC(=O)N1CCN(C(=O)/C(=C/c2ccc(OC)cc2)NC(=O)c2ccccc2)CC1	17.4	-7.9	-11.3	-16.5	0.145	-0.9	-5.2	-14.4[20 µM]	-0.3
34	CCCCn1c(SCc2ccc(Cl)cc2)nc2c1c(=O)[nH]c(=O)n2C	-6.7	-0.3	23.9	3.7	.	0.2	-4.4	-6.7[20 µM]	0.0
35	CCOc1nc(NCCN2CCOCC2)nc(Nc2ccc(C)cc2)n1	3.6	0.5	14.6	-21.1	-0.194	0.4	63.7*	-10.7[20 µM]	-1.0
36	Nc1cc(N)cc(-c2nc3ccccc3[nH]2)c1	18.3	-6.8	-161.2	-23.0	.	1.1	-1.9	-25.9	-0.1

(list continues)
item	molecule	PPC-1+TRAIL kill	TbHK1 inh	Calpain2 inh	EBV gp42 inh	KCC2 mod	zfTRPN1 agonist	Thrombin inh	Furin inhibitor	TRPML3 ag
37	Cc1ccc(C(=O)NCC(=O)OCC(=O)Nc2ncc(C(F)(F)F)cc2Cl)cc1	-7.1	-1.1	-19.4	10.5	-0.733	-0.5	0.2	-18.3	-0.3
38	CCOC(=O)C(Sc1n[nH]c(N)n1)c1ccccc1 (centres undefined)	10.2	-8.0	2.4	-12.2	-0.00861	-0.9	3.1	-13.4[20 µM]	0.3
39	Nc1ccc(N2CCN(CCCCN3C(=O)C4CCCN4C3=O)CC2)cc1 (centres undefined)	9.3	-3.6	-14.3	-18.7	-0.0743	0.9	-0.9	-2.9	0.6
40	O=C(O)c1ccccc1NCN1C(=O)C2CC=C(Cl)CC2C1=O (centres undefined)	15.1	2.2	-111.8	-6.5	0.21	0.5	2.2	-30.6	0.5
41	O=c1[nH][nH]c(-c2ccccc2)c1C=Nc1ccc(F)cc1F	3.6	-4.6	0.5	-0.9	0.0663	-0.3	-1.3	-9.6	1.2
42	Cc1c(C(=O)Nc2ccc3oc(-c4cccnc4)nc3c2)oc2ccccc12	4.3	-23.7	-270.7	-8.8	.	1.5	1.1	-37.0	0.3
43	Cc1cc(C)n(-c2cc(Cl)ccc2[N+](=O)[O-])n1	6.8	-8.7	-15.5	-5.3	1.32	1.1	-16.6	-24.9	0.1
44	CCCCCCOc1ccc(OC(=O)c2ccncc2)cc1	8.0	7.0	-10.9	-8.0	-1.04	-0.5	5.7	-6.9[20 µM]	0.5
45	O=C(CC1CCS(=O)(=O)C1)Nc1ccc[nH]c1=O (centres undefined)	14.5	-2.6	-17.6	11.3	0.166	0.3	-4.1	-19.7[20 µM]	0.5
46	CCOC(=O)C1(CCOc2ccccc2)CCN(Cc2cccs2)CC1	8.5	3.7	10.5	-0.6	.	0.8	-1.8	-21.0	1.1
47	O=c1[nH]nc(-c2ccc(F)cc2)cc1Cc1ccccn1	2.0	-9.5	-11.7	3.4	0.583	-0.3	-11.0	-1.8	0.6
48	CCCCOCCCNC(=O)c1ccc(OC)cc1	-8.0	0.0	5.3	-12.4	.	-0.3	-3.0	0.7[20 µM]	0.2

Random excerpt: four compounds from above, in no set order.
item	molecule	PPC-1+TRAIL kill	TbHK1 inh	Calpain2 inh	EBV gp42 inh	KCC2 mod	zfTRPN1 agonist	Thrombin inh	Furin inhibitor	TRPML3 ag
48	CCCCOCCCNC(=O)c1ccc(OC)cc1	-8.0	0.0	5.3	-12.4	.	-0.3	-3.0	0.7[20 µM]	0.2
46	CCOC(=O)C1(CCOc2ccccc2)CCN(Cc2cccs2)CC1	8.5	3.7	10.5	-0.6	.	0.8	-1.8	-21.0	1.1
38	CCOC(=O)C(Sc1n[nH]c(N)n1)c1ccccc1 (centres undefined)	10.2	-8.0	2.4	-12.2	-0.00861	-0.9	3.1	-13.4[20 µM]	0.3
44	CCCCCCOc1ccc(OC(=O)c2ccncc2)cc1	8.0	7.0	-10.9	-8.0	-1.04	-0.5	5.7	-6.9[20 µM]	0.5

Next structures.
item	molecule	PPC-1+TRAIL kill	TbHK1 inh	Calpain2 inh	EBV gp42 inh	KCC2 mod	zfTRPN1 agonist	Thrombin inh	Furin inhibitor	TRPML3 ag
49	COc1ccc(NC(C)=O)cc1S(=O)(=O)N1CCc2ccccc21	-5.5	-3.3	-14.5	7.2	-0.641	1.4	-5.2	3.6	0.7
50	CC(=O)NS(=O)(=O)c1ccc(NC(=O)/C=C/c2ccco2)cc1	7.7	-30.4	2.0	-33.1	0.514	0.2	.	0.6	0.1
51	Cc1noc(NS(=O)(=O)c2ccc(NC(=O)c3ccc(N4C(=O)c5ccccc5C4=O)cc3)cc2)c1C	13.3	1.3	82.5*	-8.5	0.921	1.2	-0.6	-33.1	0.9
52	O=C(NCCO)c1cc([N+](=O)[O-])cc2c1C=Cc1ccccc1O2	25.1	-3.9	-10.5	-26.0	-0.000299	-2.4	-1.8	-20.6	0.0
53	O=C(NC1CCCCCC1)C(=S)N1CCCC1	0.9	-0.1	7.1	-9.2	-0.177	0.1	-3.6	-23.7	1.2

Compound activity (PubChem BioAssay)
